PAFAH1B3 FP inh = PAFAH1B3 enzyme inhibitors, primary screen, biochemical, fluorescence polarization, human | AID 492972, 2010 | Platelet-activating factor acetylhydrolase IB subunit alpha1 (Homo sapiens), Q15102 | recombinant PAFAH1B3, FP-rhodamine probe | 340,000 tested, 0.28% active | inhibition, % at 3.39 µM;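 active = inhibition above the screen-wide average of all tested compounds plus 3 SD, cut at about 25% in these data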;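 note: 0% = enzyme with DMSO only and 100% = wells lacking PAFAH1B3 protein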
LYPLA1 inh = LYPLA1 inhibitors, primary screen, counter-screen for PME1 inhibitor project, biochemical, fluorescence polarization, FP-Rh probe ABPP. Acyl-protein thioesterase 1 (Homo sapiens), O75608. recombinant LYPLA1. inhibition, % at 5.9 µM. 320,000 tested, 0.16% active. AID 2174, 2009;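 active = inhibition above the mean of all tested compounds plus 3 SD, set per campaign, cut at about 14% in these data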;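 note: inhibitors block serine hydrolase probe labeling of LYPLA1 so polarization falls; 0% = enzyme with DMSO and 100% = wells lacking LYPLA1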
PREPL inh = PREPL enzyme inhibitors, primary screen, biochemical, fluorescence polarization. 320,000 tested, 0.68% active. inhibition, % at 5.96 µM. recombinant PREPL, fluorescence polarization activity-based probe. AID 2751, 2010. Prolyl endopeptidase-like (Homo sapiens), Q4J6C6; in the data active = inhibition above about 43%;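 note: 0% = enzyme with DMSO and 100% = wells lacking enzyme; many of its hits are not listed in these tables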
Target sequence (Q4J6C6 whole entry, looked up): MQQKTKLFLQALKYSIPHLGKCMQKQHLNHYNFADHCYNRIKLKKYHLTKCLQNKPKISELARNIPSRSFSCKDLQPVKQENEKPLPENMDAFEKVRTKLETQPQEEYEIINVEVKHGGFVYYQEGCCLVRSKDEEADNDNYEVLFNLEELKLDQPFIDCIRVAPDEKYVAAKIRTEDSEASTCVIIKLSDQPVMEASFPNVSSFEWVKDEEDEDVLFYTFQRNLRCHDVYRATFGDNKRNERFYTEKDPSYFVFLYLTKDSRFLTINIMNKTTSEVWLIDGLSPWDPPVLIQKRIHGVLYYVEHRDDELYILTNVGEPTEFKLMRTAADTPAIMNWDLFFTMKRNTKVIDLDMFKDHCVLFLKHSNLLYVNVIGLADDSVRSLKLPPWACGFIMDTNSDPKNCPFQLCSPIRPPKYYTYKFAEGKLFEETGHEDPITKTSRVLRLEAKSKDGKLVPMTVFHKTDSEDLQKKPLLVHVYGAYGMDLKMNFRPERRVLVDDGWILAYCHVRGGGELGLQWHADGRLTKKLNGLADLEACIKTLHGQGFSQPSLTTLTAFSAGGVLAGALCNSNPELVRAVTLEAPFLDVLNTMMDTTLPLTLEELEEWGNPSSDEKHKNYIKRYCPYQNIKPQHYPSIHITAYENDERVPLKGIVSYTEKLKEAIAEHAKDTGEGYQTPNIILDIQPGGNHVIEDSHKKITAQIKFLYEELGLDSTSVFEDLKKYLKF
PAFAH1B2 inh = PAFAH1B2 enzyme inhibitors, primary screen, biochemical, fluorescence polarization, human; Platelet-activating factor acetylhydrolase IB subunit alpha2 (Homo sapiens), P68402; recombinant PAFAH1B2, FP-rhodamine activity probe; inhibition, % at 3.39 µM; 340,000 tested, 1.2% active;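 active = inhibition above the mean of all tested compounds plus 3 SD, cut at about 24% in these data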;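 note: 0% = enzyme with DMSO and 100% = wells lacking PAFAH1B2; many of its hits are not listed in these tables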
GSTO1 counter = inhibitors of recombinant GSTO1, primary screen, counter-screen for RBBP9 inhibitor project, biochemical, fluorescence polarization; Glutathione S-transferase omega-1 (Homo sapiens), P78417; inhibition, % at 5.96 µM; activity-based probe fluorescence polarization; 300,000 tested, 1.1% active;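 active = inhibition above the campaign mean inhibition plus 3 SD, cut at about 35% in these data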;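 note: 0% = GSTO1-1 with DMSO and 100% = wells lacking GSTO1-1 enzyme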
PME-1 primary = PME-1 inhibitors via competitive probe labeling, primary screen, biochemical, fluorescence polarization, FP-Rh probe, HTS; inhibition, % at 5.9 µM; Protein phosphatase methylesterase 1 (Homo sapiens), Q9Y570; 320,000 tested, 0.53% active; recombinant PME-1; AID 2130, 2009;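 active = inhibition above the campaign mean of all compounds plus 3 SD, cut at about 26% in these data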;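 note: competitive labeling of PME-1 active site by serine hydrolase directed probe; 0% = PME-1 with DMSO and 100% = wells lacking PME-1 enzyme; inhibitors block probe labeling so polarization falls and inhibition rises; many of its hits are not listed in these tables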
Target sequence (Q9Y570 whole entry, looked up): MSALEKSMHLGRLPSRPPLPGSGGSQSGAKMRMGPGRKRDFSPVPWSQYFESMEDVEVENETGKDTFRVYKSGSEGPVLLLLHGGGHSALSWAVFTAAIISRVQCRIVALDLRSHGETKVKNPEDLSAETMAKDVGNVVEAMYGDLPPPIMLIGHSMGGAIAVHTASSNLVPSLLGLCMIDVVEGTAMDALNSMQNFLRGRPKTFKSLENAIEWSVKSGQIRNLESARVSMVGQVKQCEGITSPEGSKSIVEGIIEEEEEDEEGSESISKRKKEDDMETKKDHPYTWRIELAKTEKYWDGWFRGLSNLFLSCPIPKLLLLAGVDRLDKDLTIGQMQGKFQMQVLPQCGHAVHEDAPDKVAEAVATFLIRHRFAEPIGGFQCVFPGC
pPAFAH FP inh = pPAFAH enzyme inhibitors, primary screen, biochemical, fluorescence polarization, human | Platelet-activating factor acetylhydrolase (Homo sapiens), Q13093 | recombinant pPAFAH, FP-rhodamine probe fluorescence polarization | inhibition, % at 3.39 µM | 330,000 tested, 1.5% active | AID 463082, 2010;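 active = inhibition above the mean inhibition across the screen plus 3 SD, cut at about 25% in these data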;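 note: inhibitors block binding of the rhodamine activity-based probe so polarization drops; 0% = enzyme with DMSO and 100% = wells lacking pPAFAH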
PAD4 FP inh = human PAD4 inhibitors, primary screen, biochemical, fluorescence polarization, 1536-well format | Protein-arginine deiminase type-4 (Homo sapiens), Q9UM07 | recombinant PAD4, RCA probe fluorescence polarization | inhibition, % at 6.36 µM | 330,000 tested, 0.41% active;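 active = percent inhibition above a cutoff equal to the mean of all tested compounds plus 3 SD, cut at about 15% in these data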;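 note: 0% = PAD4 with RCA probe and DMSO and 100% = probe without PAD4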
LYPLA2 counter = LYPLA2 inhibitors, primary screen, counter-screen for PME1 inhibitor project, biochemical, fluorescence polarization, FP-Rh probe ABPP; inhibition, % at 5.9 µM; recombinant LYPLA2; Acyl-protein thioesterase 2 (Homo sapiens), O95372; 320,000 tested, 0.38% active;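 active = inhibition above the screen-wide mean plus 3 SD, limit set per campaign, cut at about 26% in these data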;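 note: 0% = LYPLA2 with DMSO and 100% = wells lacking LYPLA2 enzyme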
Numbers without * were called inactive; nt = no result given. A portion of the library; rates above refer to the full screens.

| SMILES | PAFAH1B3 FP inh | LYPLA1 inh | PREPL inh | PAFAH1B2 inh | GSTO1 counter | PME-1 primary | pPAFAH FP inh | PAD4 FP inh | LYPLA2 counter |
| --- | --- | --- | --- | --- | --- | --- | --- | --- | --- |
| CS(=O)(=O)N(CC(=O)Nc1ccc(S(=O)(=O)N2CCOCC2)cc1)c1cccc(F)c1 | 2 | 1 | 13 | 2 | 4 | -7 | -2 | -3 | 3 |
| CCC(C)Sc1ccc([C@@H]2[C@@H]3C(=O)N(C)C(=O)[C@@H]3[C@]3(C(=O)OC)CCCCN23)cc1 (some centres not stated) | 3 | 3 | 10 | -2 | 2 | 0 | 2 | 2 | 3 |
| O=C(CCC(=O)N1CCN(S(=O)(=O)c2ccc([N+](=O)[O-])cc2)CC1)N1CCOCC1 | 1 | nt | 18 | 5 | nt | nt | 8 | 2 | nt |
| CCN(CC)CCCN1C(=O)C(O)=C(C(=O)c2ccco2)C1c1ccc(C)o1 (configuration not stated) | -1 | -1 | 2 | -1 | 8 | 3 | -1 | 3 | 2 |
| O=C(N/N=C/C=C/c1cccc([N+](=O)[O-])c1)C(O)c1ccccc1 (configuration not stated) | 1 | 1 | 3 | -3 | 4 | 3 | 5 | -7 | 5 |
| COc1ccccc1NC(=O)c1cc(=O)[nH]c2ccccc12 | 12 | 2 | 8 | 3 | -1 | -2 | 2 | 0 | -2 |
| COc1ccc2ccccc2c1CN1CCN(Cc2ccccc2)CC1 | 7 | 0 | -18 | 4 | 1 | -4 | -6 | -1 | 1 |
| Clc1ccc(CN2C3=NCCN3c3ccccc32)cc1Cl | 0 | -2 | -5 | 2 | 1 | -9 | 0 | 0 | -2 |
| CCCOc1ccc(Cn2c(=O)oc3ccc(C)cc32)cc1 | 4 | 1 | -4 | 0 | 1 | 0 | 1 | 1 | 4 |
| Cc1cc2n(n1)SC(Nc1ccc(F)cc1)N2 (configuration not stated) | -3 | 1 | -6 | 1 | 9 | -1 | 2 | 2 | -5 |
| N#CC1(NC(=O)CSc2nc3ccccc3o2)CCCCC1 | 2 | nt | 18 | 3 | nt | nt | 2 | -2 | nt |
| Cc1nc(CCNC(=O)CC2C(=O)NCCN2Cc2ccc(F)cc2)sc1C (configuration not stated) | 10 | -2 | 3 | 7 | 5 | 0 | -3 | -3 | 0 |
| Cc1onc(-c2ccccc2Cl)c1C(=O)Nc1cnn(Cc2ccccc2)c1 | 7 | 1 | -1 | 4 | 5 | 2 | 9 | 1 | 0 |
| CCOC(=O)C1(Cc2cccc(Cl)c2)CCCN(C2CCN(C(C)=O)CC2)C1 (configuration not stated) | 3 | 1 | 7 | -1 | -7 | -4 | 7 | -4 | 3 |
| COc1ccc(NC(=O)COc2ccccc2C#N)c(S(=O)(=O)N2CCCCC2)c1 | 4 | 2 | 3 | 0 | 4 | 2 | -1 | 4 | 3 |
| Cc1ccc(NC(=O)COC(=O)/C=C/c2cccs2)c(C)c1 | 12 | -1 | 3 | 2 | -2 | 6 | 7 | -4 | -3 |
| Cc1cc(C)c(-c2cc(NC(=O)CSc3n[nH]c(N)n3)n(-c3ccccc3)n2)cc1C | 5 | -6 | 16 | 6 | -11 | -1 | 2 | 1 | -8 |
| COc1ccc(Nc2ccc(N3C(=O)CC(C)C3=O)cc2[N+](=O)[O-])cn1 (configuration not stated) | 4 | -1 | -13 | 4 | -9 | 3 | 3 | -3 | 0 |
| O=C(Nc1ccccc1C(=O)O)c1cc(S(=O)(=O)N2CCCCC2)c(Cl)cc1Cl | 6 | 1 | 14 | 5 | 36* | -4 | -8 | 3 | -1 |
| CCOC(=O)c1c(C)[nH]c(C(=O)NCCc2ccc(OC)c(OC)c2)c1C | 8 | -5 | 13 | 2 | 8 | -11 | -3 | 4 | 2 |
| CC1CCC(C(C)C)C(OCC(O)CN2CCN(Cc3ccccc3)CC2)C1 (configuration not stated) | -6 | 4 | -2 | 12 | -6 | -4 | -2 | -4 | 0 |
| Cc1ccc(N2CCN(c3cc(C)nc4nc(C)nn34)CC2)c(C)c1 | -4 | -2 | 34 | 3 | 4 | 1 | 2 | -1 | -1 |
| CN1CCN(C(CNC(=O)C(=O)NC2CCCC2)c2ccc(F)cc2)CC1 (configuration not stated) | 7 | 3 | 0 | 1 | 2 | 13 | 4 | 2 | 5 |
| CCC1=NN2C(=N)/C(=C\c3ccc(OCCOc4ccc(NC(C)=O)cc4)c(OC)c3)C(=O)N=C2S1 | 7 | 3 | 4 | 3 | 0 | 2 | 8 | -2 | 6 |
| CCC(C(=O)NCCc1ccc(C)cc1)n1nc(C)c2c(C)n(-c3ccccc3)nc2c1=O (configuration not stated) | 4 | 1 | 11 | 3 | 1 | 1 | 5 | 1 | 12 |
| Cc1cccc(NC(=O)Nc2cc(C)cc(C)n2)c1 | 4 | -2 | -10 | 3 | -3 | -2 | 2 | 0 | -1 |
| Cc1ccc(N2C(=O)NC(C(F)(F)F)(C(F)(F)F)C3=C2CC(C)(C)CC3=O)cc1 | 7 | 0 | -3 | -2 | 2 | 3 | 3 | 4 | -6 |
| O=C(Nc1ccccc1N1CCOCC1)c1cc(Cl)c2c(c1)OCO2 | 0 | -2 | 18 | -1 | nt | 4 | -1 | 0 | 5 |
| CCCCn1c(N)c(N(CC(C)C)C(=O)C2=NN(c3ccccc3)C(=O)CC2)c(=O)[nH]c1=O | 4 | 2 | 5 | 4 | nt | -3 | 5 | -8 | 0 |
| COc1cc(/C=N\Nc2nncn2N)ccc1OC(C)=O | 6 | -1 | -5 | -2 | 3 | 3 | 5 | 31* | 9 |
| CCOC(=O)C1(c2ccccc2)NC(c2ccccc2C)C2C(=O)N(c3ccc4c(c3)OCO4)C(=O)C21 (configuration not stated) | -2 | -3 | -1 | -4 | -9 | 3 | 1 | -3 | -6 |
| COc1ccccc1C1C2=C(CC(C)(C)CC2=O)Nc2nnnn21 (configuration not stated) | 7 | -7 | -3 | -4 | 4 | -5 | -1 | 2 | -4 |
| O=C(c1ccc(CS(=O)(=O)c2c(Cl)cccc2Cl)o1)N1CCCC1 | 6 | 0 | 9 | 8 | 1 | -4 | 8 | 3 | 1 |
| Cc1ccc(S(=O)(=O)N2CCOCC2)cc1C(=O)NC1CCCCCC1 | 8 | -1 | 4 | 7 | -2 | 6 | 2 | -1 | 14 |
| COc1ccc(OC)c(C2=NOC(C(=O)Nc3cc(C)on3)C2)c1 (configuration not stated) | 6 | -4 | 6 | 3 | 5 | 7 | 0 | -6 | -6 |
| COc1ccc(NC(=O)C2CCC(CNC(=O)[C@@H]3Cc4ccccc4CN3)CC2)cc1 (some centres not stated) | -2 | 4 | 8 | -1 | 3 | -8 | 5 | -6 | 9 |
| Cc1nc2sccn2c(=O)c1S(=O)(=O)NC(C)c1ccccc1 (configuration not stated) | 3 | 0 | -3 | 1 | -5 | 1 | 10 | -2 | 2 |
| COc1ccc(CCN(Cc2cccs2)S(=O)(=O)c2ccc(S(=O)(=O)N3CCC(C)CC3)cc2)cc1OC | 8 | -4 | 9 | -1 | -2 | 6 | -7 | -2 | 2 |
| CC(=O)c1ccc(NS(=O)(=O)c2ccc(N)cc2)cc1 | 5 | 2 | 3 | 0 | 2 | 3 | 0 | -2 | 2 |
| COc1ccc(CC(=O)Nc2nc(-c3ccncc3)cs2)cc1 | -2 | -8 | -1 | 3 | -1 | -6 | -2 | -10 | -4 |
| CCCc1oc2c(c(=O)c1CC)C(=O)CC(C)(C)C2 | -1 | 2 | -5 | 6 | -5 | -1 | 9 | 2 | 0 |
| COc1ccc2c(CC(=O)OCC(=O)NC(N)=O)coc2c1 | 8 | 0 | 3 | -2 | 7 | -7 | 1 | -1 | 3 |
| CCOC(=O)C1CCCN(C(=O)c2cc3nc(-c4ccc5c(c4)OCO5)cc(C(F)(F)F)n3n2)C1 (configuration not stated) | 6 | -2 | -10 | 1 | -5 | 1 | -1 | 0 | -2 |
| COc1ccccc1C1=CN(Cc2ccccc2)CCC1=O | 11 | nt | 5 | 1 | nt | nt | 3 | 6 | nt |
| COCCNC(=O)c1snc2ccc(Cl)cc12 | 8 | 0 | 11 | -2 | 2 | 4 | 0 | 0 | 4 |
| CN(C)S(=O)(=O)c1ccc(C(=O)Nc2cc(S(=O)(=O)Nc3ccccc3Cl)ccc2N2CCCCC2)cc1 | 4 | -4 | -9 | -4 | -15 | -8 | 7 | 0 | -12 |
| O=C(O)c1cc(Br)ccn1 | 9 | -1 | -7 | 4 | 1 | 2 | 0 | -1 | 1 |
| O=S(=O)(c1ccc(Cl)s1)N1CCN(CCc2ccccc2)CC1 | 0 | -2 | -51 | 12 | 2 | 8 | 4 | -6 | 7 |
| O=C(O)c1cc(-c2ccc(Cl)cc2)n[nH]1 | 9 | -4 | -5 | 4 | 5 | -6 | 0 | 0 | -6 |
| CCCn1c(=O)[nH]c2ccccc21 | 3 | -3 | -5 | 2 | -2 | -8 | -6 | -6 | -9 |

Later entries.
| SMILES | PAFAH1B3 FP inh | LYPLA1 inh | PREPL inh | PAFAH1B2 inh | GSTO1 counter | PME-1 primary | pPAFAH FP inh | PAD4 FP inh | LYPLA2 counter |
| --- | --- | --- | --- | --- | --- | --- | --- | --- | --- |
| CC(=O)c1cccc(N(CC(=O)NCC2CCCO2)C(=O)CCC(=O)Nc2cc(C)on2)c1 (configuration not stated) | 7 | 0 | 0 | 7 | 4 | 1 | 0 | -1 | 5 |
| CCc1nc(C(N)=O)c2[nH]c(=O)n(-c3ccc(OC)cc3OC)c2n1 | 1 | -6 | 5 | 7 | 9 | -2 | 4 | -4 | -4 |
| Cc1cc(C)nc(N/N=C/C2=C(N3CCOCC3)C(=C\c3ccc(Cl)cc3)/CC2)n1 | 8 | -1 | 11 | 5 | 3 | 3 | 62* | -8 | -7 |
| Cc1[nH]c2ccccc2c1C(=O)COC(=O)c1ccccc1O | 2 | nt | 20 | 3 | nt | nt | -2 | 0 | nt |
| CC(Oc1ccc2c3c(c(=O)oc2c1)CCCC3)C(=O)NCC(O)c1ccccc1 (configuration not stated) | 4 | 1 | -4 | 2 | 3 | 2 | 5 | 2 | 1 |
| Cc1ccc(C(C)C)cc1OCCCCN1CCCC1 | 9 | -2 | -3 | 4 | 1 | 2 | 2 | 7 | -7 |
| NC(=O)c1ccsc1N | nt | 11 | 6 | nt | 5 | 21 | 18 | 11 | 13 |
| O=C(Nc1ccccc1Cl)c1cc(S(=O)(=O)N2CCCCC2)ccc1N1CCOCC1 | 4 | -1 | 10 | 6 | -4 | 0 | -2 | 1 | -1 |
| CCOC(=O)N1CCC(NCCNC(=O)c2ccc(F)cc2)CC1 | 16 | 5 | 20 | -1 | nt | -8 | 0 | -2 | 7 |
| CCOC(=O)c1ccc(CNC(=O)C2CCC(=O)N(CCc3ccccc3)C2)o1 (configuration not stated) | 2 | 1 | 11 | 2 | 5 | -5 | 3 | -1 | 0 |

High-throughput results as filed in PubChem.
